# Screening data deposited in PubChem BioAssay by National Center for Advancing Translational Sciences (NCATS).
# APEX1 inh – inhibitors of human APE1 endonuclease; recombinant APE1, TAMRA/BHQ-2 abasic DNA cleavage fluorescence; Potency, µM (highest dose often 65.8 µM), inactives show at the top dose activity change, negative = inhibition, actives largely listed as inhibitors; 0.35% of 350,000 active; AID 2517;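 note: plate controls were vehicle for no effect and reference inhibitor for full effect; nearly all actives have a fitted effect of over 55% in size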
#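 Step 1: APE1 (0.75 nM) with compound, 15 min RT. Step 2: add 50 nM fluorophore/quencher THF duplex. Step 3: three fluorescence reads 60 s apart (525/598 nm); read 3 minus read 1 = reaction progress.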
# Pol beta inh – inhibitors of human DNA polymerase beta. Potency, µM (series often up to 114 µM), for the others: at the highest dose activity change, negative = inhibition, hits mostly inhibitors. P06746. Pol beta primer extension/strand displacement, fluorescence kinetic. AID 485314. 1.3% of 340,000 active; note: % is set by controls: 0 for no effect and ±100 for the full control effect
#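 Homogeneous kinetic assay of primer extension and strand displacement by 10 nM Pol beta, preincubated 15 min at room temperature with compound before 50 nM substrate (final) was added. Read at 0 and 10 min; four-parameter Hill fit.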
# Anesthetic bind – candidate novel general anesthetic via apoferritin binding | P02791 | 0.074% of 350,000 active | apoferritin/1-aminoanthracene competitive binding, fluorescence | Potency, µM (titrated, usually from 77.5 µM), inactives show at the top dose activity change, negative = displacement, actives largely listed as inhibitors; note: % is set by controls: 0 for no effect and ±100 for the full control effect; nearly all actives have a fitted effect of over 20% in size
#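 Horse-spleen apoferritin (10 uM) was mixed with 50% saturated 1-aminoanthracene in PBS, exposed to compounds for 10 min at room temperature, and read for fluorescence (ex 380 nm, em 535 nm). Competitive displacement was fitted with a four-parameter Hill equation.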
# POLK inh – blocks human DNA polymerase kappa activity | 0.53% of 400,000 active | purified Pol kappa, fluorescent DNA synthesis assay, 10 min | Potency, µM (top dose mostly 107 µM), for inactives: top-dose activity, negative = inhibition, hits mostly inhibitors | Q9UBT6; note: % is set by controls: 0 for no effect and ±100 for the full control effect
#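 Kinetic fluorescence screen: compound preincubated 15 min RT with 10 nM enzyme; 50 nM substrate (final) initiates; reads at 0/10 min.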
# G9a block – G9a (human) methyltransferase inhibition. Q96KQ7. G9a H3K9 monomethylation, AlphaScreen, 2 h. Potency, µM (titrated, usually from 102 µM), inactives show at the top dose activity, negative = inhibition, actives largely listed as inhibitors. 8.8% of 350,000 active; note: % is set by controls: 0 for no effect and ±100 for the full control effect; nearly all actives have a fitted effect of over 75% in size
#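 G9a (20 nM) was preincubated 15 min with compound, then reacted 2 h at room temperature with 500 nM biotin-H3K9 peptide and 20 µM SAM. Monomethyl-H3K9 detected by AlphaScreen using anti-H3K9me1 antibody.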
# Pol iota inh – DNA polymerase iota (human) inhibition. 1% of 390,000 active. Pol iota fluorescent replication assay, 10 min. Q9UNA4. Potency, µM (highest dose often 115 µM), for inactives: at the top dose activity, negative = inhibition, actives largely listed as inhibitors
#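 Pol iota at 10 nM preincubated 15 min with compounds at room temperature; reaction started with fluorescent substrate, 50 nM final. Fluorescence read kinetically at 0 and 10 min; buffer-only wells as negative control.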
# Pol eta inh – blocks human DNA polymerase eta activity; 1.2% of 390,000 active; AID 588591; Q9Y253; recombinant Pol eta, fluorescent DNA replication assay; Potency, µM (top dose mostly 114 µM), without a hit: at the top dose activity change, negative = inhibition, hits mostly inhibitors; note: % is set by controls: 0 for no effect and ±100 for the full control effect
#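 Pol eta at 10 nM preincubated with compounds 15 min at room temperature; reaction started with fluorescent substrate (50 nM final) and read kinetically at 0 and 10 min.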
# BLM helicase inh – blocks DNA unwinding by human BLM helicase; P54132; recombinant BLM DNA unwinding, fluorescence dequenching; Potency, µM (doses to about 56.1 µM), for inactives: top-dose activity change, negative = inhibition, usual class: inhibitors; 0.2% of 350,000 active; AID 2528;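 note: plate controls were vehicle for no effect and no enzyme for full effect; nearly all actives have a fitted effect of over 35% in size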
# Target sequence (P54132 whole entry, looked up): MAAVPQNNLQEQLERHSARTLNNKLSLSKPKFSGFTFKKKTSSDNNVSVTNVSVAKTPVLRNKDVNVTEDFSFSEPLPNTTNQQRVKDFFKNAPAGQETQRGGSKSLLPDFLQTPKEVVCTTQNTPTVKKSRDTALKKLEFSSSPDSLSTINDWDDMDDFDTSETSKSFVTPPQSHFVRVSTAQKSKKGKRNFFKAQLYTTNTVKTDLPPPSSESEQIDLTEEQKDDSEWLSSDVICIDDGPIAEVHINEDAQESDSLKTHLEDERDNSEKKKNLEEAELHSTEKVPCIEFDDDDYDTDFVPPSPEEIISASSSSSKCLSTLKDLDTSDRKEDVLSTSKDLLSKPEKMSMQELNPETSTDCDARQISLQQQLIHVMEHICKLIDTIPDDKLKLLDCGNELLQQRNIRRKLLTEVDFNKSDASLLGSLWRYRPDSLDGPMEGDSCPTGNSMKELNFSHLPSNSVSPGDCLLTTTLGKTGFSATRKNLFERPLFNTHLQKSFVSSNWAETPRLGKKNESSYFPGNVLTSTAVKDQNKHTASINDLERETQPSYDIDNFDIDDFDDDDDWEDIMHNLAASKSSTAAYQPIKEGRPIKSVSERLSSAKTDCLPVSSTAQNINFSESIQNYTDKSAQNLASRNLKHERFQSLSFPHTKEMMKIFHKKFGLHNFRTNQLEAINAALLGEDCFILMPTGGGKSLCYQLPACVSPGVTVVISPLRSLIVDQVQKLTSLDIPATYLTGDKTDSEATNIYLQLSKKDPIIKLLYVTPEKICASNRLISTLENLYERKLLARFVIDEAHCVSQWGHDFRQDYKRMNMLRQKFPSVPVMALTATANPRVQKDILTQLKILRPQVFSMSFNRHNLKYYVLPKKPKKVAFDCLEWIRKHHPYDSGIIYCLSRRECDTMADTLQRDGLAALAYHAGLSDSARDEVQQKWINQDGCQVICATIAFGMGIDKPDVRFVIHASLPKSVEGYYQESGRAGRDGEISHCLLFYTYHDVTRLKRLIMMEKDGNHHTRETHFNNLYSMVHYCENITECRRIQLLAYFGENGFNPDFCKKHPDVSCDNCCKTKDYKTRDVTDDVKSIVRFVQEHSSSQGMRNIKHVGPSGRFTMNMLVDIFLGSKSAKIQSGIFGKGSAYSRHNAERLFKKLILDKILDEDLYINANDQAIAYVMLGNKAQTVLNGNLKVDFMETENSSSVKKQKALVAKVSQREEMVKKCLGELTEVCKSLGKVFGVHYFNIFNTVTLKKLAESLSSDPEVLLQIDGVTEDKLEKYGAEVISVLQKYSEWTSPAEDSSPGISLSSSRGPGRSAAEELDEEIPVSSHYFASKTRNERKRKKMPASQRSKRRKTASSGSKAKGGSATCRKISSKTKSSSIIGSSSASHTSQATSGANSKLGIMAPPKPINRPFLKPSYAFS
# BAZ2B block – inhibitors of human BAZ2B bromodomain; 4.4% of 360,000 active; Potency, µM (highest dose often 114 µM), inactives show top-dose activity change, negative = inhibition, actives largely listed as inhibitors; AID 504333; AlphaScreen BAZ2B-H3K14Ac peptide displacement; note: % is set by controls: 0 for no effect and ±100 for the full control effect; nearly all actives have a fitted effect of over 60% in size
#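 Multi-concentration screen (max 110 uM) measuring displacement of acetylated histone H3 peptide from BAZ2B by AlphaScreen, using 50 nM protein, 50 nM peptide and 10 ug/mL streptavidin donor plus Ni-chelate acceptor beads.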
# * marks the source's active call; other numbers are inactive results; ? = inconclusive; . = not tested or not shown; & = joins results of further samples; [ ] = dose if it differs, or a comment. Calls come from the whole dose curve; as a rule, active = well fitted curve in the direction sought with a large enough effect; inconclusive = small, poorly fitted or top-dose-only effect, or another doubt; inactive = no such curve, though single readings can be large; an effect the other way counts as inactive or inconclusive. Potency is the fitted concentration of half-maximal effect. These rows are one share of the data. The share of hits here may be higher or lower than overall.
SMILES,APEX1 inh,Pol beta inh,Anesthetic bind,POLK inh,G9a block,Pol iota inh,Pol eta inh,BLM helicase inh,BAZ2B block
CC1(C)CC(=O)N(c2ccc(C#N)cc2)C(=O)C1,-11%,?,-7%,3%,.,15%,3%,0%,9%
Cc1cccc(CN(CC(=O)N/N=C/c2ccco2)S(=O)(=O)c2ccc(Cl)cc2)c1,-4%,?,-17%,-32%,?,?,28µM*,-15%,50µM*
O=C(CSCc1ccc(Cl)cc1Cl)Nc1ccc(O)cc1C(=O)O,28%,-9%,-15%,-2%,-3%[0.501 µM],38%[activator],-10%,-2%,-3%
COCc1cc(C)nc2sc3c(=O)n(-c4cc(C)ccc4C)nnc3c12,.,21%,-2%,2%,2%[59 µM],-4%,6%,0%,-4%
O=C(Cn1cc([N+](=O)[O-])cn1)N1CCc2ccccc2C1,8%,30%,-8%,-3%,-45%,6%,2%,-3%,-16%
CSc1sc(-c2ccnc(=S)[nH]2)c(-c2ccccc2)c1C#N,-3%,0%,-5%,0%,.,14%,10%,-12%,-8%
COCCN1C(=O)c2cc(C(=O)Nc3cccc(F)c3)ccc2C1Nc1cccc(F)c1 (centres undefined),-6%,1%,1%,6%,19%,10%,-4%,0%,-9%
O=S(=O)(c1cc(Cl)ccc1Cl)N1CCN2CCCC2C1 (centres undefined),52%[activator],0%,-8%,4%,-9%,18%,-6%,2%,-9%
O=c1[nH]c2ccccc2nc1NCCN1CCOCC1,3%,-20%,3%,1%,-5%[12.7 µM],9%,-13%,-10%,10%
COc1ccc(CCNC(=O)c2sc3cc(C)ccc3c2Cl)cc1,-6%,17%,4%,-10%,33%[59 µM],10%,2%,0%,0%
Cc1cc(-c2nc3c4c5c(sc4[nH]c(=O)n3n2)CCC5)c(C)o1,?,3.5µM*,-6%,?,?,13µM*,13µM*,14µM*,50µM*
Cc1ccc([N+](=O)[O-])cc1NC(=S)NC(=O)CC(C)(C)C,-6%,11%,?,-4%,-37%,-17%[58.9 µM],-18%,-7%,-12%
C/C(=N\NC(N)=O)c1cccc(Cl)c1,4%,4%,1%,-2%,6%[59 µM],12%,3%,1%,?
O=C1/C(=C/c2cccs2)SC(=S)N1CC(=O)N1CCCCC1CCO (centres undefined),5%,1%,-20%,-20%,71µM*,20%,-19%,-4%,?
Cc1cccc(Nc2nc(N)nc(CCl)n2)c1C,19%,1%,-4%,-6%,.,6%,7%,-1%,?
O=C(CN1CCN(Cc2ccc3c(c2)OCO3)CC1)Nc1cc(S(=O)(=O)N2CCCC2)ccc1Cl,-2%,-23%,-9%,4%,?,51%[activator],-15%,-9%,-38%
COc1ccc(NC(=O)CSc2nccn2C)cc1S(N)(=O)=O,-5%,24%,-2%,-3%,-19%,109%[activator],-8%,-6%,2%
O=C(NC12CC3CC(CC(C3)C1)C2)c1cc(F)c(F)c(F)c1F,5%,53%,-3%,-13%,96%[activator],15%,-7%,-4%,26%
Cc1cccc(NC(=S)NC(=O)c2ccc(-c3ccccc3)cc2)n1,21%,-3%,0%,-9%,-1%,21%,-11%,-4%,-14%
Cc1c(Cl)cccc1NC(=O)CNC(=O)c1ccccc1F,-5%,2%,-5%,4%,22%[59 µM],9%,-14%,4%,12%
COc1ccc(C2C(C#N)=C(N)Oc3n[nH]c(C)c32)cc1Cn1nnc2ccccc21 (centres undefined),1%,14%,-14%,-5%,-21%[59 µM],3%,-7%,-1%,.
N/C(=N\OC(=O)c1cccc(Cn2cc(C(F)(F)F)ccc2=O)c1)c1ccccc1,2%,11%,-21%,-15%,18%,4%,-12%,-9%,2%
O=C(Nc1cccc(S(=O)(=O)N2CCCCCC2)c1)C1=COCCO1,6%,.,.,-14%,-50%,24%,-24%,.,2%
COc1cc(F)c(C2=CC(=O)CC(C)(C)C2)cc1F,18%,.,.,-4%,-5%[0.501 µM],31%[activator],-11%,.,-3%
Cn1c(C2=C(O)CN(Cc3ccccc3)C2=N)[n+](C)c2ccccc21,?,-13%,-6%,2%,7%[59 µM],72%[activator],-10%,-1%,-15%
SMILES,APEX1 inh,Pol beta inh,Anesthetic bind,POLK inh,G9a block,Pol iota inh,Pol eta inh,BLM helicase inh,BAZ2B block
CCC(=NCc1ccccc1)C1=C(O)C(C(=O)OC)C(C)(C)CC1=O (centres undefined),-3%,24%,-12%,-1%,-44%,4%,?,-3%,-5%
CCOC(=O)c1nn(-c2ccc(C)c(C)c2)c(=O)c(C#N)c1C,1%,22%,-2%,3%,45µM*,26%,5%,-5%,-38%
C#CCOCCOCCOCCNc1nc(N2CCN(C(=O)CCCCCCCCCCNC(=O)Cn3cc(CCCCCN)nn3)CC2)nc(N2CCN(C(=O)CCCCCCCCCCNC(=O)Cn3cc(C[C@@H](C)O)nn3)CC2)n1,?,.,.,6%,13%[2.33 µM],-18%,?,.,79µM*
Cc1nnc(NC(=O)C(c2ccccc2)c2ccccc2)s1,6%,22%,2%,3%,15%,31%[activator],-21%,-3%,-16%
COc1ccc(/C=C2\Oc3cc(OCC(=O)N4CCC(C(=O)O)CC4)ccc3C2=O)c(OC)c1OC,16%,11%,-20%,-4%,11%[12.7 µM],-18%,-4%,-4%,-22%
COc1ccc(CNC(=O)Cn2ccc(NC(=O)OCc3ccccc3)nc2=O)cc1,8%,.,.,-27%,6%[0.501 µM],-23%,5%,.,-5%
COc1ccc(-c2cc(C(F)(F)F)nc(N)n2)cc1,1%,-17%,-9%,-23%,5%,4%,-13%,-6%,-21%
CCn1c(C(=O)NCCCc2ccccc2)cc2sccc21,2%,28%,2%,-5%,4%,-5%,-21%,-8%,-13%
CSc1nnc(C)c(=O)n1COC(=O)/C=C/c1ccc2c(c1)OCO2,-1%,-16%,-11%,-1%,-46%,41%[activator],-12%,1%,.
COC(=O)c1sccc1NC(=O)CSc1ccccc1NS(=O)(=O)c1ccc(F)cc1,-5%,9%,7%,-3%,5%[59 µM],0%,-12%,-7%,11%
CCc1ccc(NC(=O)C2CC=CCC2C(=O)O)cc1 (centres undefined),-4%,-15%,?,1%,-1%,9%,-6%,2%,-5%
CN(C)c1ccc(NC(=O)Cn2c(SCc3ccccc3F)nc3cccnc32)cc1,.,10%,-7%,-1%,3.2µM*,48%[activator],4%,0%,-10%
CSc1ccc(CNc2ccccn2)cc1,0%,11%,?,-8%,45µM*,6%,-5%,-4%,-10%
COc1ccc(C(=O)N2CCCC(c3ccccc3)C2)cc1 (centres undefined),5%,2%,?,-15%,18%[59 µM],-5%,-4%,-1%,-1%
CCOC(=O)c1ccc(NC(=O)CCc2c(C)nc3cc(-c4ccc(OC)cc4OC)nn3c2C)cc1,.,3%,-3%,-10%,5%[59 µM],14%,-22%,0%,-2%
O=C(COC(=O)Cc1n[nH]c(=O)c2ccccc12)Nc1c(Cl)cccc1C(F)(F)F,-6%,.,.,-14%,22%[59 µM],9%,-2%,.,-2%
COc1ccc(CCNC(=O)C(=O)NCC2OCCN2C(=O)c2ccc(Cl)cc2)cc1 (centres undefined),46%[activator],-1%,-5%,4%,58%[activator],-3%,8%,-2%,-19%
Cc1c(Cl)cccc1NC(=O)[C@@]1(CC(=O)O)CC(/C=C/c2ccccc2)=NO1,-3%,15%,-1%,-2%,0%,104%[activator],-10%,2%,-1%
CN(C)S(=O)(=O)c1cccc(NC(=O)COC(=O)[C@H](Cc2ccccc2)NC(=O)c2ccco2)c1,-18%,.,.,-4%,.,57%[activator],-22%,.,.
Cc1cccc(C(=O)CC(=O)c2cc(Cl)ccc2O)c1,0%,-10%,-10%,-9%,46%[59 µM],0%,-20%,-9%,0%
Cc1ccc2nc(NC(=O)C3CCN(C(=O)c4ccc(F)cc4)CC3)sc2c1,30%,8%,-5%,-4%,16%,24%,-19%,-5%,-33%
Cc1nn(CCC(=O)Nc2cccc(C#N)c2)c(C)c1S(=O)(=O)N1CCC(C)CC1,.,-12%,-5%,-12%[60.1 µM],-1%[12.7 µM],11%,9%,0%,-5%
CC(=O)c1cc2c(cc1N/C(=N/S(=O)(=O)c1ccc(C)cc1)c1ccc(Cl)cc1)OCO2,4%,5%&2%,158%&-9%[activator],-5%[60.1 µM],-2%&6%[59 µM],-15%&4%,-16%&-8%,-5%&0%,-23%&1%
O=C(CSc1nc2c(sc3ccccc32)c(=O)n1CCc1ccccc1)NCc1ccco1,0%,?,1%,-8%,4%,?,-9%,-13%,-24%
CCCCNC(=O)C(C)N(CCN(C)C)C(=O)CCCN1C(=O)NC(c2ccc([N+](=O)[O-])cc2)C(C(=O)OCc2ccccc2)=C1C (centres undefined),16%,.,.,-3%,.,?,-10%,.,.
Cc1ccc(CS(=O)(=O)Cc2ccc(C(=O)NC3CC3)o2)cc1,-2%,-40%,-1%,-3%,.,21%,-20%,-1%,3%
Cn1cc(C(=O)NCc2ccccc2)c(=O)c2cc(S(=O)(=O)N3CCCCCC3)ccc21,.,13%,-9%,-14%[60.1 µM],0%[59 µM],-28%,-6%,-5%,3%
CC(C)(C)C(=O)N1CCN(c2ccc([N+](=O)[O-])c(NCc3cccnc3)c2)CC1,2%,44%,-22%,-10%,14%[59 µM],-5%,-9%,-7%,?
O=C(O)c1ccccc1-c1nc(-c2ccccc2)c(-c2ccccc2)[nH]1,-5%,?,-4%,-3%,?,8%,-21%,-1%,?
CNC(=S)N1CCN(c2nc3ccccc3s2)CC1,-1%,?,-14%,-3%,0%,63%[activator],-12%,3%,-25%

# Given with values under each structure: three of the compounds above
# Results follow in this order: APEX1 inh	Pol beta inh	Anesthetic bind	POLK inh	G9a block	Pol iota inh	Pol eta inh	BLM helicase inh	BAZ2B block
> CC(C)(C)C(=O)N1CCN(c2ccc([N+](=O)[O-])c(NCc3cccnc3)c2)CC1
→ 2%	44%	-22%	-10%	14%[59 µM]	-5%	-9%	-7%	?
> O=C(O)c1ccccc1-c1nc(-c2ccccc2)c(-c2ccccc2)[nH]1
→ -5%	?	-4%	-3%	?	8%	-21%	-1%	?
> CNC(=S)N1CCN(c2nc3ccccc3s2)CC1
→ -1%	?	-14%	-3%	0%	63%[activator]	-12%	3%	-25%
